# Bioassay records: PubChem BioAssay, Sanford-Burnham Center for Chemical Genomics
# TAG inh: triacylglycerol accumulation inhibition | actives 0.66% (n = 230,000) | H9c2 cells, Nile Red lipid (TAG) fluorescence; cells loaded with 200 µM oleic acid | inhibition, % at 12.5 µM;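 active = pattern-corrected inhibition of lipid staining of at least 50% with the nuclear-stain viability signal not falling by more than 50%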;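 note: 0% = DMSO wells and 100% = triacsin C control wells; some results filed as inactive read as strong as hits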
# TAG inh DAPI viability: also measured in TAG inh; calls as there; DAPI nuclei signal change (viability), lower = more cytotoxic, %;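 whole-well DAPI fluorescence read on a plate reader as a viability signal; minus 50 percent equals half of cells still viable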
# An asterisk follows results filed as active; & = joins results of further samples. Not all compounds are listed (hit frequency here may not be typical).
# Every second line gives: TAG inh	TAG inh DAPI viability
COc1ccccc1CN1CC(C(=O)NCCCCc2ccccn2)CCC1=O (stereo not given)
→ -3	-9
CCOC(=O)c1cn(-c2ccc(F)c(F)c2F)c2c(F)c(F)c(F)cc2c1=O
→ 6	3
NC(=O)c1ccc(NC(=O)COC(=O)C2COc3ccccc3O2)cc1 (stereo not given)
→ 3	10
Cc1noc(NS(=O)(=O)c2ccc(NC(=O)COc3ccc(C#N)cc3)cc2)c1C
→ -8	-1
Cc1cc(NC(=O)CSc2nc(=O)n3cc(Cl)ccc3n2)no1
→ -7	-3
CC(=O)Nc1cccc(-c2ccnc3c2CC(C(=O)Nc2ccccc2)O3)c1 (stereo not given)
→ 32	-16
Cc1sc2nc(SCC(=O)N(C)Cc3ccccc3)n(-c3ccccc3)c(=O)c2c1C
→ 6	1
COc1ccc2c(c1)c(=O)oc1cc(OCC(=O)NC3CCCCC3)ccc12
→ 13	14
Cc1cc(C)c2c(n1)sc1c(=O)[nH]c(SCc3ccccc3)nc12
→ 1	-2
O=S1(=O)C=C(SCCN2CCCC2)c2ccccc21
→ -6	1
COc1ccc(S(=O)(=O)N2CCCCCC2)cc1C(=O)OC(C)C(N)=O (stereo not given)
→ -8	6
Nc1nncn1C(=O)c1ccc(Cl)cc1Cl
→ -16	9
O=C(NCCC1=CCCCC1)C1CCN(Cc2cnn(-c3ccccc3)c2-n2cccc2)CC1
→ -12	18
CN(C)c1ccc(NC(=O)CSc2nc3ccccc3c(=O)n2C2CCCCC2)cc1
→ 55*	-2.5*
Cc1c(C#N)c(NC(=O)CCl)n(Cc2ccc(F)cc2)c1C
→ 23	-6
COc1cc2c(cc1NC(=O)c1cncc(Br)c1)oc1ccccc12
→ 7	4
Cc1ccc(-c2csc(C3=C(O)CN(NC(=O)c4ccco4)C3=N)n2)cc1
→ -6	7
CCN(CC(=O)Nc1c(F)cccc1F)C(=O)Cc1csc(-c2ccc(OC)c(OC)c2)n1
→ -8	2
CS(=O)(=O)N(CCc1ccccc1)CC(=O)N1CCN(c2ccccc2F)CC1
→ 10	-2
O=C(O)CNC(=S)N(Cc1ccccc1Cl)C1CCCC1
→ -9	-1

# In another format: results already given
SMILES	TAG inh	TAG inh DAPI viability
Cc1sc2nc(SCC(=O)N(C)Cc3ccccc3)n(-c3ccccc3)c(=O)c2c1C	6	1
Cc1c(C#N)c(NC(=O)CCl)n(Cc2ccc(F)cc2)c1C	23	-6
NC(=O)c1ccc(NC(=O)COC(=O)C2COc3ccccc3O2)cc1 (stereo not given)	3	10

# In a second layout: results already given.
SMILES: Cc1c(C#N)c(NC(=O)CCl)n(Cc2ccc(F)cc2)c1C
- TAG inh = 23
- TAG inh DAPI viability = -6

SMILES: CN(C)c1ccc(NC(=O)CSc2nc3ccccc3c(=O)n2C2CCCCC2)cc1
- TAG inh = 55*
- TAG inh DAPI viability = -2.5*

SMILES: CC(=O)Nc1cccc(-c2ccnc3c2CC(C(=O)Nc2ccccc2)O3)c1 (stereo not given)
- TAG inh = 32
- TAG inh DAPI viability = -16

# (further entries)
# Every second line gives: TAG inh	TAG inh DAPI viability
C/C(=C/C=N/Nc1nc(N2CCCCC2)nc(N2CCCCC2)n1)c1ccccc1
→ 11	-1
COc1ccc(C=NNc2ccc(S(=O)(=O)Nc3ccccc3C(=O)O)cc2[N+](=O)[O-])c(OC)c1
→ 6	-4
CCCOc1ccc(C(=O)NNC(=S)NC(=O)c2cc(-c3ccc(Cl)cc3)nc3ccccc23)cc1
→ 31	-9
CCCC(=O)NNc1cc(=O)c2c(=O)n(C)c(=O)n(C)c2[nH]1
→ 8	1
Cc1ccc2nc(NC(=O)C3CCCN(S(=O)(=O)c4cnc[nH]4)C3)sc2c1 (stereo not given)
→ 5	9
O=C(CN1CCc2ccccc2C1)Nc1cccc(S(=O)(=O)N2CCCC2)c1
→ -13	2
Cc1ccc(CC(=O)NC(C)CCc2ccccc2)cc1 (stereo not given)
→ -21	2
C[C@H]1CN([C@@H](C)CO)C(=O)CCCn2cc(nn2)CO[C@@H]1CN(C)C(=O)c1cc(-c2ccccc2)on1
→ 8	4
CCCCNC(=O)C1c2cc(OC)c(OC)cc2C(=O)N(C)C1c1cccs1 (stereo not given)
→ 2	0
CC(=O)c1ccc(NC(=O)/C(=C\c2ccccc2)NC(=O)/C=C/c2ccccc2)cc1
→ 48	3
CC1(C)CC(NC(=O)c2cc(S(=O)(=O)N3CCOCC3)c(Cl)cc2Cl)CC(C)(C)N1
→ -9	0
COCCn1c(SCC(=O)c2c(N)n(C3CC3)c(=O)[nH]c2=O)nnc1-c1cccc(C)c1
→ 2	-9
Cc1ccc(S(=O)(=O)N2CCN(C(=O)Cn3c(=O)cnc4ccccc43)CC2)c(C)c1
→ -7	19
CCOC(=O)Cc1csc(NC(=O)c2ccc(S(=O)(=O)N3CCOCC3)cc2)n1
→ -6	0
CCc1ccccc1Nc1nc(N)nc(CSCC(=O)c2cc(C)n(C)c2C)n1
→ 0	-1
Cc1ccc(C)c(CC(=O)N2CCCCC2c2cc(C(=O)Nc3cccc(C#N)c3)no2)c1 (stereo not given)
→ 10	-3
CCN(CC(=O)NCc1cccs1)C(=O)c1ccc(OC)c(OC)c1
→ -5	-12
CC(=O)Nc1ccc(-n2nnnc2SCC(=O)N2CCN(C(=O)c3ccco3)CC2)cc1
→ 3	-17
CC(C)NC(=O)c1ccccc1NC(=O)CCc1ccccc1
→ -9	-11
O=C1c2ccccc2C(O)N1Cc1ccc2c(c1)OCO2 (stereo not given)
→ 7	4
COc1cc(NC(=O)C2CCC(CNc3c(N4CCC(C)CC4)c(=O)c3=O)CC2)cc(OC)c1 (stereo not given)
→ 0&8	-4&-4
S=C(NCc1ccco1)NCc1ccccc1Cl
→ -10	1
CCN1C(=O)c2ccccc2S(=O)c2ccc(C(=O)NCc3ccccn3)cc21 (stereo not given)
→ -7	-7
O=C(NNC(=O)c1sccc1-n1cccc1)c1ccccc1
→ -2	8
COc1ccccc1C(=O)Nc1c[nH]c(=O)[nH]c1=O
→ 3	-6
Cc1ccc(S(=O)(=O)Nc2ccc3ccccc3c2)cc1
→ 4	4
O=C(NNc1nc2c(F)cccc2s1)c1cc(=O)c2ccccc2o1
→ -2	-6
COC(=O)c1ccc(C2CC(=O)NC3=C2C(=O)CCC3)cc1 (stereo not given)
→ -1	3
Cc1noc(NS(=O)(=O)c2ccc(NC(=O)c3oc4ccc(Cl)cc4c3C)cc2)c1C
→ -9	9
O=C(c1ccncc1)N1CCN(S(=O)(=O)c2cccc(Cl)c2)CC1
→ -4	-2
Nc1nc(Nc2ccccc2)nc2c1ncn2[C@@H]1O[C@H](CO)[C@@H](O)[C@H]1O
→ 24	-3
O=c1cnnc(Nc2ccc(Cl)c(C(F)(F)F)c2)[nH]1
→ 4	-1
Cc1ccc(S(=O)(=O)N(C#N)c2nc(C)cc(C)n2)cc1
→ 4	-4
CCSc1nc(C)nc2c1oc1ccccc12
→ -3	3
CC1CCCCC1NCC(=O)NCc1ccc(F)cc1 (stereo not given)
→ 12	-10
COCCNc1nc(NCc2ccccc2)nc2ccsc12
→ -17	-4
CCc1nc(NCCC(C)C)c(C#N)c2c1CCCC2
→ -4	3
N#Cc1cccc(S(=O)(=O)NCC(=O)NCc2ccc3c(c2)OCO3)c1
→ -10	2
CNS(=O)(=O)c1cc(OC)c(OC)cc1CC(=O)OC
→ 8	-2
Cc1cc(NC(=O)COC(=O)[C@H](Cc2ccccc2)NC(=O)c2ccco2)no1
→ 14	-1

# A portion from the list above, as a working copy:
# Every second line gives: TAG inh	TAG inh DAPI viability
COc1cc(NC(=O)C2CCC(CNc3c(N4CCC(C)CC4)c(=O)c3=O)CC2)cc(OC)c1 (stereo not given)
→ 0&8	-4&-4
S=C(NCc1ccco1)NCc1ccccc1Cl
→ -10	1

# Carrying on.
# Every second line gives: TAG inh	TAG inh DAPI viability
CN(C(=O)COC(=O)c1ccccc1Nc1ccccc1)c1c(N)n(Cc2ccccc2)c(=O)[nH]c1=O
→ 17	-6
COc1ccccc1S(=O)(=O)N(C)C[C@@H]1OCc2cnnn2CCCC(=O)N([C@H](C)CO)C[C@@H]1C
→ 3	-1
CSc1sc(-c2ccnc(SCCS(C)(=O)=O)n2)c(-c2ccccc2)c1C#N
→ 8	34
CCN(CC)c1ccc(S(=O)(=O)N2CCOCC2)cc1NC(=O)CSc1ccccc1
→ -11	-7
COc1ccc(S(=O)(=O)N2CCOCC2)cc1NC(=O)COC(=O)C1=COCCO1
→ 0	-4
O=C(NC1CC1)C1=C[C@H](c2ccc(C(F)(F)F)cc2)C[C@H](OCc2ccc(CO)cc2)O1
→ -68	-8
CCCSc1cc(N2CCN(C)CC2)nc(-c2ccc(OC)cc2)n1
→ 15	15
CCOc1cc(C(=O)Nc2ccc(S(=O)(=O)N3CCCCC3)cc2)ccc1OCC(=O)N1CCOCC1
→ -10	-3
CC(=O)c1ccc(S(=O)(=O)N2CCc3ccccc3C2)cc1
→ -23	4
O=C(COc1ccccc1)N/N=C/c1sc(=O)n(Cc2cccc(C(=O)O)c2)c1Cl
→ 2	-6
COC(=O)CNC(=O)Cn1ccc2ccccc2c1=O
→ -10	8
O=C1c2ccccc2C(=O)N1CCCc1cn(C[C@H]2CC[C@H](Cn3cc(CCCN4C(=O)c5ccccc5C4=O)nn3)O2)nn1
→ -3	-2
CCN1CC2([N+](=O)[O-])C=CC(=O)C([N+](=O)[O-])(C1)C2CC(=O)c1ccccc1 (stereo not given)
→ 3	5
O=C1c2cc(Cl)ccc2-c2c(O)cc(Cl)cc21
→ 11	5
COc1cccc(NC(=O)CN2CCN(c3ccc(F)cc3)CC2)c1
→ -10	13
O=C(O)CCC(=O)N1N=C(c2c(-c3ccccc3)c3cc(Cl)ccc3[nH]c2=O)CC1c1ccccc1 (stereo not given)
→ 0	11
CSc1nc(N)nc2c1ncn2CC(=O)NCC(c1ccccc1)c1ccccc1
→ -13	-9
CC(C)N1C(=O)C2(OCCCO2)c2cc(Br)ccc21
→ 5	0
Cc1cccc(CN2CCN(Cc3ccc4nonc4c3)CC2CCO)n1 (stereo not given)
→ 8	-2
CCOc1ccc(-c2cc(C(=O)OC)[nH]n2)cc1
→ 10	-7
Cc1ccc(S(=O)(=O)N2CCOCC2)cc1C(=O)c1nccn1C
→ 2	5
O=C1C2Sc3[nH]c(=O)sc3C(c3ccccc3)C2C(=O)N1c1ccccc1 (stereo not given)
→ -14	9
CCC(C)Sc1nc2c(c(=O)[nH]1)C(c1cccs1)C1=C(CCCC1=O)N2 (stereo not given)
→ -2	62
CCOC(=O)c1c(C)c(C(=O)NCc2ccco2)c(C)n1CC
→ -11	-5
O=C(CNC(=O)c1ccc(Br)o1)Nc1ccc(N2CCCCCC2)cc1
→ 6	-3
Cc1ccccc1Nc1nc(N)nc(CSc2nncn2C)n1
→ -13	7
OCCOCCOc1cccc2[nH]ccc12
→ -8	0
CCOc1ccc(CN=C(N)N=C(N)N)cc1Cl
→ -2	0
Cc1ccc(NS(=O)(=O)c2c(C)nc3sccn3c2=O)cc1C
→ -24	10
CN(CC(=O)Nc1cccc(F)c1)C(=O)c1cc([N+](=O)[O-])ccc1N1CCCCC1
→ -9	-2
Cc1ccc(NC(=O)CC2S/C(=N/c3nccs3)N(C)C2=O)cc1C (stereo not given)
→ -14	3
Cc1nn(CC(=O)NCc2ccccc2)c(C)c1[N+](=O)[O-]
→ -7	55
N#CCn1c(Cc2ccccc2)nc2ccccc2c1=O
→ -14	3
Cc1ccc(C(C(=O)NC(C)(C)C)N(Cc2cccnc2)C(=O)C(=O)NC2CCCCC2)o1 (stereo not given)
→ 1	-6
Cc1ccc(C(C)C)c(OCC(=O)Nc2ccccc2N2CCN(C)CC2)c1
→ 17	3
